High-throughput results: PubChem, several laboratories
DAX1 inh-1: blocks DAX1 repression of SF-1 activated StAR promoter. inhibition, % at 6.8 µM. 370,000 tested, 1.1% active. HEK293T StAR-luciferase reporter, SF-1/DAX-1 repression relief. AID 652010;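 active = inhibition above the mean over all tested compounds plus 3 SD, cut at about 3.6% in these data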;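 note: 0% = DAX-1 cells with DMSO and 100% = cells lacking DAX-1 with DMSO; higher inhibition means more luminescence from relief of DAX-1 repression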
sPLA2-III inh: Blocks human group III sPLA2 activity; inhibition, % at 12.2 µM; 370,000 tested, 0.56% active; Q9NZ20; AID 743126; QFRET BODIPY PC-A2 liposome hydrolysis, fluorescence;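 active = inhibition above mean plus 3 SD of compounds lying within the high and low control bounds, cut at about 19% in these data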;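 note: 0% = median of test compound wells and 100% = no enzyme DMSO wells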
Target sequence (Q9NZ20 whole entry, looked up): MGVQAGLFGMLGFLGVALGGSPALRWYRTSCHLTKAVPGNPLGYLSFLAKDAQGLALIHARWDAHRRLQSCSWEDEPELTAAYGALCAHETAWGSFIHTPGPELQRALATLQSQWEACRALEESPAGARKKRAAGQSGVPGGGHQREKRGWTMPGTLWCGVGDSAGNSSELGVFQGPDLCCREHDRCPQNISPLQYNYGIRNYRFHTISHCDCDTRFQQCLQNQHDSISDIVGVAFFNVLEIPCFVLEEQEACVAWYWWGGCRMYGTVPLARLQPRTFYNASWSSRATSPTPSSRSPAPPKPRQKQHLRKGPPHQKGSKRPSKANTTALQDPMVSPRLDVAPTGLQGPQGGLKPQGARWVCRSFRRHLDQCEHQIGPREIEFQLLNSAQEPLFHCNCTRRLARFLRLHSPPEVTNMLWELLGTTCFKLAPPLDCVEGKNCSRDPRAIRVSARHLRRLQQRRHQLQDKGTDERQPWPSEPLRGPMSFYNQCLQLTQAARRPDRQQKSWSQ
hgDAF-12 ag: hgDAF-12 agonism, primary luciferase screen. HEK293 GAL4-hgDAF12 UAS-luciferase reporter, agonist luminescence; normalized to butyrate control. activation, % at 6.8 µM. 370,000 tested, 1.8% active. AID 687014;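 active = activation above a cutoff set at the mean of all screened compounds plus 3 SD, cut at about 10% in these data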;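 note: 0% = DMSO wells and 100% = sodium butyrate wells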
ssDAF12 agonist: activators of S. stercoralis DAF-12 nuclear receptor; HEK293 ssDAF-12/GRIP1 lit1-tk-luc reporter, luminescence; % of 3 µM dafachronic acid response; AID 652126; 370,000 tested, 1% active; activation, % at 6.8 µM;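 active = activation above the mean over all tested compounds plus 3 SD, cut at about 0.9% in these data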;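 note: 0% = DMSO-only wells and 100% = 3 µM delta7-dafachronic acid wells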
NR1D1 modulator: Rev-erb alpha (human) modulation. 370,000 tested, 0.79% active. activity, % at 10 µM. Rev-erbα–FITC-DNA binding, fluorescence polarization, 90 min. AID 1259318;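 active = activity above about 14%, limit read from the data; passing the limit was not always enough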;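 note: 0% = DMSO wells with 35 nM protein and 100% = DMSO wells with 750 nM protein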
PLC-beta3 inh: inhibitors of human phospholipase C beta3. AID 720704. Purified PLC-beta3, fluorogenic substrate, fluorescence. 370,000 tested, 0.18% active. inhibition, % at 12.2 µM. Q01970; in the data active = inhibition above about 11%;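 note: 0% = median of compound wells on plate and 100% = full blocker control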
hcDAF-12 act: activates DAF-12 receptor from parasite H. contortus | HEK293 hcDAF-12 lit1-tk-luc reporter, luminescence; 0% DMSO, 100% Δ7-dafachronic acid | activation, % at 6.8 µM | 370,000 tested, 1.4% active;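 active = activation above the mean of all tested compounds plus 3 SD, cut at about 5.5% in these data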;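 note: 100% = response to 3 µM Δ7-dafachronic acid high control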
DAX1 inh-2: inhibits human nuclear receptor DAX1 | HEK293 Gal4-DAX1 luciferase reporter, luminescence | inhibition, % at 6.75 µM | 340,000 tested, 0.99% active | AID 504766;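 active = inhibition above the mean over all tested compounds plus 3 SD, cut at about 4.2% in these data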;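 note: 0% = DAX1-transfected cells with DMSO and 100% = empty-vector control cells with DMSO; inhibition shows as a rise in luminescence from relieved DAX1 repression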
Target sequence (P51843 207-470 limits assumed): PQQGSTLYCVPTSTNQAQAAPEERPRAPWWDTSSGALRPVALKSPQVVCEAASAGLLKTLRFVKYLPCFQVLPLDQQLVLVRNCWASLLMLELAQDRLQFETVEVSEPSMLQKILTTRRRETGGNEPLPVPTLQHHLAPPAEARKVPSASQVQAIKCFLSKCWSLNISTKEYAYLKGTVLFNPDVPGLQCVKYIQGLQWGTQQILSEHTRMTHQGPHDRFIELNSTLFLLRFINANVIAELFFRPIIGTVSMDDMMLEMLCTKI
FXN GAA850 act: increases GAA850 frataxin promoter reporter activity. activation, % at 6 µM. AID 540364. 360,000 tested, 0.56% active. HEK293 lucGAA850 FXN promoter luciferase reporter, 24 h; percent of 10 µM SAHA response;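 active = activation above the average of all compounds screened plus 3 SD, cutoff fixed separately per campaign, cut at about 7.5% in these data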;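 note: 0% = DMSO wells and 100% = 10 µM SAHA wells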
PG9 binder: small molecules binding HIV-1 gp120 antibody PG9; TR-FRET gp120-PG9 antibody binding; inhibition, % at 6.7 µM; 360,000 tested, 0.43% active; in the data active = inhibition above about 8.5%
SMARCA2 act: activators of SMARCA2 function; MG213 cells, MMTV-luciferase reporter, dexamethasone, overnight; activation, % at 9.1 µM; 370,000 tested, 1% active; AID 652017; in the data active = activation above about 7.8%;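 note: 0% = vehicle wells and 100% = reference activator wells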
* marks the source's active call; other numbers are inactive results; i = inactive; / = no result given.

SMILES	DAX1 inh-1	sPLA2-III inh	hgDAF-12 ag	ssDAF12 agonist	NR1D1 modulator	PLC-beta3 inh	hcDAF-12 act	DAX1 inh-2	FXN GAA850 act	PG9 binder	SMARCA2 act
Cc1ccc(CNC(=O)CSc2nc3ccsc3c(=O)n2NC(=O)c2ccccc2)cc1	-0.5	4	2.9	-1.4	2	-3	2.4	2.0	0.2	-1.2	0
NC(=O)Nn1c(CCC(=O)O)ccc1-c1ccc(F)cc1	-0.2	2	0.4	-0.7	6	-9	2.0	0.6	-2.2	0.3	-4
CCSc1nc2ccc(OC)cc2cc1C#N	-0.1	0	2.2	-0.9	13	5	0.9	0.9	3.8	0.0	1
Cc1cccc(C)c1C(=NCCCN(C)C)c1ccccc1	0.0	-15	-0.7	0.4	0	6	1.9	-1.3	0.0	-2.9	6
CCN(CC)C(=O)c1[nH]cnc1C(=O)NCC(=O)OCc1ccccc1	0.2	2	2.1	-1.5	-3	-3	0.9	1.0	1.5	0.0	3
CN1CCN(c2cc3c(c4c2[nH]c2ccccc24)C(=O)CC(C)(C)C3)CC1	-2.0	-30	-1.8	-1.4	-5	i	-0.5	2.4	1.3	4.5	-2
CCCc1cc(=O)oc2c(C)c(OC3CCCCC3=O)ccc12 (stereo not given)	-0.5	8	2.4	-0.5	2	-14	-0.6	0.4	-0.4	-0.7	-2
Cc1ccc2nc(-c3ccncc3)c(Nc3ccccc3)n2c1	0.1	0	-3.2	-0.8	1	-41	1.1	-1.1	4.7	1.1	-2
CN1C(C(=O)NCc2ccccc2)CC2Cn3c(nc4cc(Cl)c(Cl)cc43)C21 (stereo not given)	-0.1	2	-0.5	-0.7	-4	-1	0.5	0.3	0.6	-0.7	0
CCCCc1ccc(NC(=O)C(=O)NCCN2CCN(Cc3ccc([N+](=O)[O-])cc3)CC2)cc1	-1.4	-1	-4.4	-2.3	1	-2	-3.0	1.6	-2.6	0.6	-3
O=S1(=O)c2ccc(N3CC[C@H](O)C3)cc2O[C@@H]2CCN1C2	0.8	4	-2.6	-0.9	1	2	-0.5	/	/	/	-1
O=C1OCCC1Sc1nnc(-c2ccccc2Br)n1Cc1ccccc1 (stereo not given)	0.9	-17	2.0	-1.5	5	-1	0.1	-0.2	-1.6	-1.7	-2
CC(=O)/C(N=Nc1cc(C)ccc1O)=C(\C)O	-0.1	-1	-0.4	0.3	6	0	9.2*	2.2	0.7	-1.3	-3
CSc1ccc(CNCC(O)c2ccccc2)cc1 (stereo not given)	0.5	-5	2.7	-1.2	-1	-2	-0.9	-1.4	0.8	-2.5	-2
O=C(OCc1nnc(-c2ccccc2)o1)C1CC(=O)N(Cc2ccco2)C1 (stereo not given)	0.5	-1	4.8	-1.1	-1	-5	1.5	4.0	-0.4	1.2	2
c1ccc(-c2cc(N3CCCCC3)ncn2)cc1	1.1	-2	8.2	-0.2	-3	-9	0.6	2.3	2.1	-0.8	8.2*
CCOc1ccc(CNS(=O)(=O)c2cc(-c3cc(C)no3)ccc2OC)cc1OC	-0.6	-1	-1.6	-0.6	3	5	0.8	0.5	2.0	1.7	3
Cc1ccc(N2CC(C(=O)Nc3c4c(nn3C(C)(C)C)CS(=O)(=O)C4)CC2=O)cc1 (stereo not given)	-2.4	-5	-2.5	-1.2	-2	-2	-1.7	-1.4	1.4	0.1	5
COCCn1cnnc1SCC(=O)Nc1ccc(Br)cc1F	0.3	0	0.7	-1.2	-1	-2	0.0	-0.3	2.1	-0.3	0
CCCCNc1ccc(C(=O)Nc2cccc(C)n2)cc1[N+](=O)[O-]	0.0	7	1.4	-1.0	3	8	0.6	-0.2	5.7	-3.7	-2

Whole records, quoted from the list.
COCCn1cnnc1SCC(=O)Nc1ccc(Br)cc1F in the list: DAX1 inh-1: 0.3; sPLA2-III inh: 0; hgDAF-12 ag: 0.7; ssDAF12 agonist: -1.2; NR1D1 modulator: -1; PLC-beta3 inh: -2; hcDAF-12 act: 0.0; DAX1 inh-2: -0.3; FXN GAA850 act: 2.1; PG9 binder: -0.3; SMARCA2 act: 0
CN1CCN(c2cc3c(c4c2[nH]c2ccccc24)C(=O)CC(C)(C)C3)CC1 in the list: DAX1 inh-1: -2.0; sPLA2-III inh: -30; hgDAF-12 ag: -1.8; ssDAF12 agonist: -1.4; NR1D1 modulator: -5; PLC-beta3 inh: i; hcDAF-12 act: -0.5; DAX1 inh-2: 2.4; FXN GAA850 act: 1.3; PG9 binder: 4.5; SMARCA2 act: -2

More results follow:
SMILES	DAX1 inh-1	sPLA2-III inh	hgDAF-12 ag	ssDAF12 agonist	NR1D1 modulator	PLC-beta3 inh	hcDAF-12 act	DAX1 inh-2	FXN GAA850 act	PG9 binder	SMARCA2 act
c1ccc(-n2ncc3c(N4CCN(CCOc5cccc6ccccc56)CC4)ncnc32)cc1	-0.1	0	0.1	-1.4	5	-2	0.0	0.8	-0.1	-0.1	0
Cc1cc(C)n2nc3nc4c(cc3c2n1)CCCC4	0.0	0	3.9	-1.2	-2	-398	2.2	1.9	-0.6	-1.3	3
Cc1ccc(NC(=O)CN(C)S(=O)(=O)c2cccc3nsnc23)cc1Cl	-1.5	-10	-2.2	-1.5	2	2	-1.5	-0.5	-1.8	-1.6	4
COc1ccccc1C(=O)NCCC(=O)N(C)CC(=O)Nc1ccccc1Br	-0.2	3	-4.1	-1.1	-3	-10	-0.4	-0.6	-2.1	0.0	-1
CS(=O)(=O)N1CCN(c2ccc([N+](=O)[O-])c(NCc3ccccc3)c2)CC1	0.1	-1	-0.7	-1.1	21	0	-2.2	-0.5	0.0	0.3	1
O=C(NCCCN1CCOCC1)c1ccc2c(c1)N(Cc1cccc(Cl)c1)C(=O)c1ccccc1S2=O (stereo not given)	-0.2	-7	1.2	-1.0	1	-5	0.3	-0.2	-3.0	-0.6	-2
Cc1cc2nc(CS)[nH]c2cc1C	0.0	8	0.0	-0.8	-4	-109	1.8	-0.9	2.5	1.4	0
COc1ccc2sc(-c3ccc(S(C)(=O)=O)cc3)c(C#Cc3cncn3C)c2c1	-1.3	-33	0.5	-1.2	2	-393	-2.2	0.5	-2.9	-0.1	1
O=C(O)c1cc(-c2ccco2)nc2cc3ccccc3cc12	0.5	-1	0.1	-1.2	-8	-206	4.4	-0.8	2.0	-0.4	1
Cc1ccc(CSCCNS(=O)(=O)c2ccccc2)cc1	-0.4	-12	1.2	-1.6	4	0	-0.8	-1.2	2.0	-1.0	-3
CC(C)(C)OC(=O)NCCc1nnc(SCc2ccc(Cl)cc2)o1	-1.2	-6	-4.5	-1.3	14	-3	-1.9	1.5	-0.7	3.3	-2
COc1ccc(OC)c(N(CC(=O)O)S(=O)(=O)c2ccc(OC)c(OC)c2)c1	0.2	9	2.5	-1.8	4	1	-0.5	0.0	2.7	-0.8	-3
Cc1ccccc1-c1nnc(SCC(=O)Nc2ccc3c(c2)OCCO3)n1N	-0.7	-3	-0.6	-1.1	-8	2	-1.1	0.1	3.6	-1.5	-2
NC(=O)c1c(N)[nH]c(C(=O)c2ccccc2)c1-c1ccc(Br)cc1	0.0	17	-0.3	-1.1	1	-18	-3.2	/	/	-1.8	-1
CCOC(=O)c1sc(NC(=S)NC(=O)c2ccccc2Cl)c(C(=O)OCC)c1C	-0.1	2	1.0	-1.0	-3	0	-0.5	0.0	0.8	2.9	-3
Cc1cc(C(=O)O)ccc1-c1ccc(/C=N/n2cnnc2)o1	0.6	9	5.0	-1.1	2	-13	0.7	-0.2	1.4	-0.2	-2
Cc1cc(NC(=O)CSc2nnc(CNc3ccc(F)cc3)n2C2CCCCC2)no1	-0.5	-21	0.1	-1.3	-5	0	-2.1	1.0	0.6	-2.4	-3
CCOc1ccc(OCC)c(NC(=O)CSc2nc3cccnc3n2C)c1	-0.8	6	-3.7	-1.5	-2	-1	-2.2	-0.8	3.2	-0.6	-2
CSc1ccccc1OCc1cc(C(=O)N2CCCC2c2nonc2C)no1 (stereo not given)	1.1	-10	13*	0.3	11	-5	5.9*	0.8	3.0	-0.5	5
COC(=O)[C@@]12CCCCN1[C@H](c1ccc(SC3CCCCC3)c(OC)c1)[C@@H]1C(=O)N(C)C(=O)[C@@H]12	0.5	-20	0.5	-1.5	2	3	0.6	-1.3	0.9	0.0	0
CC(=O)N1CCN(C(=O)COC(=O)CNC(=O)c2ccccc2C)CC1	-1.2	3	0.9	-0.1	-5	1	-0.5	2.3	-0.1	-0.3	2
CCN(CC)CCn1c2ccccc2c2nc3ccc([N+](=O)[O-])cc3cc21	0.9	4	4.2	1.1*	-20	-36	9.0*	/	11*	-2.1	10*
Cc1noc(NS(=O)(=O)c2ccc(NC(=O)c3ccoc3C)cc2)c1C	0.6	-11	3.1	-0.5	-2	1	-0.5	-1.2	0.8	-0.5	-2
Cc1ccc(OCC(=O)N2CCN(C(=O)c3cccc(F)c3)CC2)cc1	0.2	3	1.6	-1.8	6	1	2.2	-0.5	-3.2	-1.2	-4
CCOc1cccc(C(=O)Nc2cccc(C(=O)NCC(C)C)c2)c1	-0.5	0	4.7	-1.1	1	-1	-1.3	-1.7	0.0	-1.3	-1
O=C1OCCC1N1C(=O)c2ccccc2S1(=O)=O (stereo not given)	0.5	8	0.2	-1.2	1	1	0.4	1.3	0.2	0.2	-1
O=C(NC(=O)c1cccc(F)c1)OC[C@@H]1CCCN2CCCC[C@H]12	2.2	0	-0.1	-1.1	-5	2	0.1	0.1	-0.2	-0.2	-1
COc1ccc(OC)c(N(CC(=O)Nc2cccnc2)S(=O)(=O)c2ccccc2)c1	-0.1	2	-1.4	-1.5	4	4	-1.4	0.1	-2.2	-1.9	5
COc1ccc(N2C(=O)CSC2c2cccc(F)c2)c(OC)c1 (stereo not given)	-0.1	-2	-1.1	-1.2	2	2	0.5	-0.6	-2.4	-0.2	0
Cc1nnc(SCc2c(Cl)cccc2Cl)s1	0.1	1	1.8	-0.6	-3	0	0.2	0.6	1.8	-0.6	5
CCC(=O)N1CCC1(C)C(=O)Nc1ccc(Cl)c(Cl)c1 (stereo not given)	-1.0	14	-1.6	-1.5	1	-2	-2.3	/	2.7	1.0	-5
CCN(C(=O)CN1C(=O)NC2(CCc3ccccc32)C1=O)C1CCS(=O)(=O)C1 (stereo not given)	-0.2	11	3.3	-0.3	-1	-12	3.0	0.7	-0.6	0.0	-3
CC(C)=CCOc1ccc2c(C)c(CCC(=O)N3C[C@H]4C[C@@H](C3)c3cccc(=O)n3C4)c(=O)oc2c1C	0.9	-10	1.2	-1.0	3	-93	-2.3	/	-1.7	-0.2	1
COc1cc2cc(Oc3ccc4ccc(=O)oc4c3)c(=O)oc2cc1OC1OC(COC(=O)CC(C)(O)CC(=O)O)C(O)C(O)C1O (stereo not given)	1.4	-3	2.2	-1.1	-5	-262	-1.1	1.1	1.7	1.8	-1
CCCc1nnc(SCC(=O)N2CCOCC2)n1C	0.1	9	-0.8	-0.5	3	-2	-0.9	0.0	0.4	3.3	2
CCN(C(=O)COc1ncnc2sccc12)c1ccccc1	0.7	3	3.0	-0.6	-2	-5	0.3	-0.8	1.4	-2.0	4
O=C(c1c(F)cccc1F)N1CCC(O)(c2ccc(F)cc2)CC1	0.6	13	1.2	-1.1	-6	-5	-1.8	0.5	1.9	-2.3	-2
O=C(COC(=O)c1cn(-c2ccccc2)nc1-c1cccs1)NC1CC1	-0.6	-15	6.4	-1.8	5	-6	-2.8	-1.2	-1.1	2.7	0

Compounds as they come; about 7% have a hit in one of these screens.
